Source: PubChem
HUVEC prolif 384 = blocks proliferation of human endothelial cells. HUVEC proliferation, CellTiter-Glo luminescence, 72 h; active compounds read low. viability, % at 10 µM (by protocol). 1.1% of 86,000 active;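 active = viability at or below 30%; inactive = viability above 30%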;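 also: 100% = median luminescence of DMSO-only cell control wells on each plate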
Smad3 FoxH1 inh = inhibitors of human Smad3 transcription factor binding; P84022; TR-FRET Smad3/Dy647-FoxH1 peptide binding, europium anti-His; inhibition, % at 25 µM; 0.29% of 88,000 active; AID 630;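 active = compounds that reduce the energy-transfer binding signal between the protein and its labelled peptide by more than half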;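 also: 0% = Smad3 plus labelled peptide maximal FRET and 100% = peptide-only background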
Target sequence (P84022 whole entry, looked up): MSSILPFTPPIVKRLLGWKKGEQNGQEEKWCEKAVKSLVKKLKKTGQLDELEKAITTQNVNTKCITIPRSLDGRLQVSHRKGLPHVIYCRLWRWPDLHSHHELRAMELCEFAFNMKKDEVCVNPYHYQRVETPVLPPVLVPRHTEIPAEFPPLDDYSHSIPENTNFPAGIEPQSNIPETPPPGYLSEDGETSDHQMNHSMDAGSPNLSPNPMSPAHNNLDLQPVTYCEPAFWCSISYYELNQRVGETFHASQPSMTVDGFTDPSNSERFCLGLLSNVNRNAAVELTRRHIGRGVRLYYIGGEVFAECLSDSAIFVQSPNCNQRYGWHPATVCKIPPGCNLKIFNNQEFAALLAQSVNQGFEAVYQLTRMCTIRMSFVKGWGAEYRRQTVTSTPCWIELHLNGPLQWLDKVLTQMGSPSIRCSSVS
Calb biofilm kill = kills Candida albicans biofilms; C. albicans biofilm + clotrimazole, Alamar Blue; inhibition, % at 6 µM; 0.14% of 85,000 active; AID 834;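 active = inhibition above 20%; inactive = inhibition below 20%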;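 also: preformed 24 hr biofilms exposed to compound for 48 hr; 0% = biofilm without compound and 100% = blank killed by clotrimazole plus chlorhexidine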
ERa SRC1 inh = ER-alpha (human) coactivator binding inhibition | P03372 | TR-FRET ER-alpha LBD / SRC-1 peptide, estradiol-bound | inhibition, % at 25.6 µM | 1.7% of 86,000 active | AID 629; in the data active = inhibition above about 50%;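 also: 0% = receptor plus peptide control and 100% = peptide only without receptor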
Lung fibro prol = blocks proliferation of human lung fibroblasts; LL 47 human lung fibroblast viability, ATP luminescence; active compounds read low; viability, % at 10 µM; 1.1% of 85,000 active;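 active = viability at or below 50% in the single dose screen; inactive = viability above 50%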;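 also: compound exposure lasted 72 h before the ATP readout; 100% = median luminescence of untreated cell-only wells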
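Benchmarks: Cell-only wells, no compound | Test system: LL 47 human lung fibroblasts, passage 12 or lower | Input: 1,150 cells/well | Measured by: CellTiter-Glo luminescence measuring cellular ATP | Medium: IMEM, 15% FBS supplement | Schedule: Overnight attachment after seeding, then 72 h compound exposure at 37 °C | Doses: Compound addition at 0.1% DMSO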
ERb coact inh = ER-beta (human) coactivator binding inhibition. TR-FRET ER-beta LBD / SRC1-Cy5 peptide binding; receptor agonist-loaded with 1 µM estradiol. 1.3% of 86,000 active. inhibition, % at 25.6 µM;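 active = compounds whose percent inhibition of the receptor-coactivator binding signal exceeds about 50% in the single-dose screen, limit read from the data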;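 also: 0% = receptor plus peptide wells without compound and 100% = peptide-only wells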
H69AR growth 86K = growth inhibitors of human H69AR lung tumor cells; H69AR lung tumor viability, ATP luminescence, 72 h; active compounds read low; AID 598; 6% of 85,000 active; viability, % at 10 µM;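 active = viability at or below 40%; inactive = viability above 40%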;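 also: multidrug resistant small cell line overexpressing MRP-1 efflux transporter; 100% = mean luminescence of untreated control wells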
ERa coact pot = ER-alpha (human) coactivator binding potentiation; 1.3% of 86,000 active; AID 639; P03372; TR-FRET ERalpha-LBD/SRC-Cy5 coactivator binding, 2 h; 100 = basal binding, no effect; coactivator binding (% of control), % at 25.6 µM; in the data active = activity above about 200%;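 also: binding measured in presence of low estradiol as agonist stimulus; 0% = peptide alone without receptor and 100% = receptor with peptide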
sEH activator = activators of human soluble epoxide hydrolase; activation, % at 2 µM; P34913; purified human sEH enzymatic activity, activator screen; 0.04% of 91,000 active; in the data active = activation above about 37%; also: values of inactives mirror those of a sister screen read the other way
Target sequence (P34913 whole entry, looked up): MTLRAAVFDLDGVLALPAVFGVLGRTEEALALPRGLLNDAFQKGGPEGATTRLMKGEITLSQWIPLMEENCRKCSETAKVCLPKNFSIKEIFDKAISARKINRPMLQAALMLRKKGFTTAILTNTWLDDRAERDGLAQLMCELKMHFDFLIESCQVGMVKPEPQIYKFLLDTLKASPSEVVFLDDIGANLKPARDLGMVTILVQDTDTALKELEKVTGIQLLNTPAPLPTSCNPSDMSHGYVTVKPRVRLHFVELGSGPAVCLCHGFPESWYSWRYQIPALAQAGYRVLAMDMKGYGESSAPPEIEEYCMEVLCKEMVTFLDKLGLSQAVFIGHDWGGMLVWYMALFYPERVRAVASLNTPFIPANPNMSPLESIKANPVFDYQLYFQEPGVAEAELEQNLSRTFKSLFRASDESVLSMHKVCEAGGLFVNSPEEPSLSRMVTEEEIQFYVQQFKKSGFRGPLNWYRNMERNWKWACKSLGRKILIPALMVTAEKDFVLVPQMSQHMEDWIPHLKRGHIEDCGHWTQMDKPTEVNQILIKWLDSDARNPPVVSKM
The depositor's hits bear a star; / = no result given; [ ] = remark or other dose. These rows are one share of the data; rates above refer to the full screens.

molecule	ERb coact inh	H69AR growth 86K	Calb biofilm kill	Smad3 FoxH1 inh	sEH activator	Lung fibro prol	HUVEC prolif 384	ERa SRC1 inh	ERa coact pot
CCCCSC1(SCCCC)N=C(N)C2(C#N)C(c3ccccc3)NC(C)=C(C)C12C#N (stereo not drawn)	-5	80	15	1	-5	95	92	-8	131
O=C(NCSC1=NCCS1)c1ccccc1	-6	78	1	-5	23	100	90	1	106
CCCC1(C(=O)OCC)NC(c2cc(OC)c(OC)c(OC)c2)C2C(=O)N(CC)C(=O)C21 (stereo not drawn)	-2	96	3	1	-7	103	108	0	109
Cc1cccnc1NC(=O)c1ccccc1NC(=O)C(C)(C)C	-12	102	0	4	-2	/	103	-9	107
CC(C)(C)SCCNC(=O)c1ccccc1	9	101	5	-5	-21	102	104	5	100
CN(CC(=O)Nc1ccccn1)S(=O)(=O)c1ccc(Cl)cc1	0	91	2	-5	-9	99	99	-2	111
O=C(Nc1ccon1)c1cccc(S(=O)(=O)N2CCCCCC2)c1	-1	74	5	-6	23	83	82	-3	82[fluorescence artefact?]
CCCS(=O)(=O)N1CCN(CC2CC=CCC2)CC1 (stereo not drawn)	-3[fluorescence artefact?]	94	5	-2	-11	103	106	-2	97[fluorescence artefact?]
O=c1[nH]c(=O)n(Cc2ccco2)c2c1C(C(F)(F)F)(C(F)(F)F)N=C(C1CCCCC1)N2	-2[fluorescence artefact?]	86	9	5	-4	93	83	-7[fluorescence artefact?]	117
CCCn1c(SCc2cc(=O)[nH]c3ccccc23)nc2c1c(=O)n(C)c(=O)n2C	1	56	8	7	/	91	94	4	102
CC(C)(C)C(=O)Nc1ccc(-c2cn3ccsc3n2)cc1	0[fluorescence artefact?]	53	3	-1	-10	112	94	3[fluorescence artefact?]	114
c1ccc2c(N3CCCCCC3)nc(-c3ccncc3)nc2c1	8	63	0	15	-4	96	86	7	79
CCOC(=O)c1nnc(-c2ccc(C)cc2)nc1Sc1cccc(Cl)c1	-2	33*	1	3	7	81	53	12	104
O=C(CC1Oc2ccccc2NC1=O)NCc1ccccc1 (stereo not drawn)	45[fluorescence artefact?]	97	3	-2	/	99	97	8	97
COc1ccccc1CCNC(=O)c1ccc(C)o1	-2	93	4	-2	/	104	101	-1	116
Cc1sc2ncnc(NCC(c3ccco3)N3CCCC3)c2c1C (stereo not drawn)	-9	36*	-2	-13	-9	89	75	-3	88
Cc1oc(-c2cccc(Cl)c2)nc1CN1CCC(C(=O)NCC2CCCO2)CC1 (stereo not drawn)	2	88	/	-13	-5	98	90	3	128
COC(=O)c1ccc(NC(=O)CN2CCN(c3ccccc3)CC2)cc1	-8	105	-5	-2	2	97	90	-9	110
CC1(C)Cc2c(sc3ncnc(N)c23)CO1	8	84	1	0	2	105	93	1	109
O=C(CSc1n[nH]c(C2CCCC2)n1)NC1CCCC1	1	100	8	1	/	/	104	0	112
Cc1cc(C)n(-c2ccc(C(=O)OCC(=O)c3ccc(Br)s3)cc2)n1	5	105	6	2	9	104	104	2	207*
O=C(NCCCN1CCN(c2cccc(Cl)c2)CC1)c1ccc(N2CCCC2=O)cc1	0	90	8	-8	-52	97	83	-7	101
CN(C)CC(=O)Nc1cc(C(F)(F)F)ccc1Cl	-8	95	0	7	3	103	107	-26	106
COc1ccc(O)c(C(=O)CC(=O)c2ccccc2)c1	0	62	/	-8	2	92	71	-5	108
Cc1nc(N2CCC(C)CC2)c2nnn(Cc3ccccc3)c2n1	1	90	3	10	0	82	116	-4	116
N#Cc1nc(Cc2cccc3ccccc23)oc1NCc1ccco1	5	63	-1	1	-21	88	79	5	71[fluorescence artefact?]
COc1cc(C(=O)NCc2cn3ccccc3n2)cc(OC)c1OC	2	95	4	-1	-11	93	81	-34	100
O=C(NCc1ccc2c(c1)OCO2)C1CC(=O)N(C2CCCCCC2)C1 (stereo not drawn)	-4	92	4	4	/	102	106	-4	125
CC1CC(C)CN(C(=O)CSc2nnc(-c3ccc(F)cc3)o2)C1 (stereo not drawn)	-5	100	14	10	/	97	102	-2	93
O=C(NCCN1CCN(C(=O)c2cc3ccccc3oc2=O)CC1)c1cc2ccccc2oc1=O	-17	84	13	0	-7	101	92	-4	99[fluorescence artefact?]
COc1ccc2c(Cl)c(-c3nnc4n3CCCCC4)sc2c1	-6	85	/	-6	/	94	105	0	101
Cc1cc(C(=O)OCC(=O)Nc2cc(C)on2)c2ccccc2n1	3	94	8	26[fluorescence artefact?]	-14	98	105	-4	125
CC1CC(C)CN(c2ncnc3c2cnn3Cc2ccc(Cl)cc2)C1 (stereo not drawn)	-2	82	-5	-5	-7	83	90	-9	104
CCOc1ccc(C(=O)Cc2ccc3oc(C(=O)O)cc3c2)c(O)c1	-4	84	13	10	13	97	87	-8	119[fluorescence artefact?]
O=C1c2ccccc2C(=O)N1CCc1nc(-c2cccnc2)no1	-6	95	0	-3	2	103	107	-5	111
CN1CCN(C(=O)c2sc(=S)n(-c3ccccc3)c2N)CC1	-9	99	0	1	-9	102	103	0	95
Cc1ccc2c(c1)C(c1ccccc1)N(C(=O)c1ccc(Br)o1)CC(=O)N2 (stereo not drawn)	19[fluorescence artefact?]	64	14	-2	5	82	91	-1[fluorescence artefact?]	60
CC(=O)c1ccc(N(C)C)cc1	-1	/	/	8	-8	/	/	6[fluorescence artefact?]	111[fluorescence artefact?]
CCOc1ccc(CCNC(=O)C2CCN(C(=O)N(C)C)CC2)cc1OCC	-10	93	7	2	/	104	95	-1	148
COc1ccc(Cl)cc1NC(=O)C(=O)NC1CCCCCC1	5	73	-1	1	-9	95	89	3[fluorescence artefact?]	113
Cc1c(C(=O)c2ccc(Cl)cc2Cl)cnc2cc3c(cc12)OCO3	2	86	3	-5	4	90	97	1	128
CC(C)CCNC(=O)c1cnn2c(C(F)(F)F)cc(-c3ccco3)nc12	17	56	4	-8	9	97	86	11	62[fluorescence artefact?]
CC(=O)c1c(C)[nH]c(C(=O)N2CCCCCC2)c1C	-14	89	6	-4	-2	90	86	2	134
O=C(c1ccc2c(c1)OCCCO2)c1cccs1	2	92	6	8	0	101	99	2	101[fluorescence artefact?]
CSc1nc(C)c2c(n1)OC(CN1C(=O)c3ccccc3C1=O)C2 (stereo not drawn)	12[fluorescence artefact?]	89	-4	-8	/	102	93	34[fluorescence artefact?]	117
COC(=O)C1=C(C)N(CCc2ccc(OC)cc2)C(=O)C1	-9	96	6	3	-10	103	99	0	102
O=C(c1ccccc1)N1CCN(C2CC(=O)N(CCc3ccccc3)C2=O)CC1 (stereo not drawn)	-5	97	3	10[fluorescence artefact?]	-3	99	100	-8	124[fluorescence artefact?]
COC(=O)Cn1c(=NC(=O)CSCC(=O)NC2CCCCC2)sc2cc(OC)ccc21	-1	77	6	-4	1	102	87	23[fluorescence artefact?]	111[fluorescence artefact?]
CCOC(=O)c1oc2ccccc2c1NC(=O)COC	-7	98	1	0	-2	98	92	-5	105[fluorescence artefact?]
CCCN1C(=O)c2ccccc2NC1c1cc(OC)c(OC)c(OC)c1 (stereo not drawn)	-10	81	4	-4	10	109	94	-10	102[fluorescence artefact?]

Further records:
molecule	ERb coact inh	H69AR growth 86K	Calb biofilm kill	Smad3 FoxH1 inh	sEH activator	Lung fibro prol	HUVEC prolif 384	ERa SRC1 inh	ERa coact pot
O=C(CSc1nnc(C2COc3ccccc3O2)o1)N1CCCCC1 (stereo not drawn)	-6	89	8	0	/	96	93	-2	122
c1ccc(-c2cc(N3CCOCC3)nc(-c3ccccc3)n2)cc1	7	98	3	-4	9	89	85	-5	128
Cc1cccc2cc(C(c3nnnn3C3CCCC3)N3CCOCC3)c(=O)[nH]c12 (stereo not drawn)	-5	94	6	5	-11	94	97	21	94
Cc1c(C)c2cc(Cl)c(OCc3nn[nH]n3)cc2oc1=O	3[fluorescence artefact?]	88	4	6	6	107	86	8[fluorescence artefact?]	102
Cc1ccc(-n2nc3c(c2NC(=O)c2ccc4c(c2)OCO4)CS(=O)C3)cc1 (stereo not drawn)	1	94	3	-7	-12	105	103	3	129
CCOc1ccc(C(=O)CCC(=O)O)cc1	-13	93	3	-15	-9	104	100	3	104
Cc1cccc(-n2c(SCC(=O)Nc3nonc3C)nnc2-c2ccoc2C)c1	8	83	11	-5[fluorescence artefact?]	0	99	101	11	89
C=CCSc1ncc(C#N)c(N)n1	-7	98	7	-1	5	103	98	-1	99
CCNC(=O)c1sccc1-n1cccc1	-5	103	-1	8	6	97	103	0	87[fluorescence artefact?]
CCOc1ccccc1NC(=O)CSc1nnc(-c2cnccn2)n1CC	2[fluorescence artefact?]	81	4	6	/	96	95	12[fluorescence artefact?]	109
CC(=O)c1cc2c(cc1NC(=O)CN1CCN(c3cccc(C(F)(F)F)c3)CC1)OCO2	-9[fluorescence artefact?]	63	6	-3	-3	99	51	-31	125

Among those listed so far, ten have a Cl atom.
molecule	ERb coact inh	H69AR growth 86K	Calb biofilm kill	Smad3 FoxH1 inh	sEH activator	Lung fibro prol	HUVEC prolif 384	ERa SRC1 inh	ERa coact pot
CN(CC(=O)Nc1ccccn1)S(=O)(=O)c1ccc(Cl)cc1	0	91	2	-5	-9	99	99	-2	111
CCOC(=O)c1nnc(-c2ccc(C)cc2)nc1Sc1cccc(Cl)c1	-2	33*	1	3	7	81	53	12	104
Cc1oc(-c2cccc(Cl)c2)nc1CN1CCC(C(=O)NCC2CCCO2)CC1 (stereo not drawn)	2	88	/	-13	-5	98	90	3	128
O=C(NCCCN1CCN(c2cccc(Cl)c2)CC1)c1ccc(N2CCCC2=O)cc1	0	90	8	-8	-52	97	83	-7	101
CN(C)CC(=O)Nc1cc(C(F)(F)F)ccc1Cl	-8	95	0	7	3	103	107	-26	106
COc1ccc2c(Cl)c(-c3nnc4n3CCCCC4)sc2c1	-6	85	/	-6	/	94	105	0	101
CC1CC(C)CN(c2ncnc3c2cnn3Cc2ccc(Cl)cc2)C1 (stereo not drawn)	-2	82	-5	-5	-7	83	90	-9	104
COc1ccc(Cl)cc1NC(=O)C(=O)NC1CCCCCC1	5	73	-1	1	-9	95	89	3[fluorescence artefact?]	113
Cc1c(C(=O)c2ccc(Cl)cc2Cl)cnc2cc3c(cc12)OCO3	2	86	3	-5	4	90	97	1	128
Cc1c(C)c2cc(Cl)c(OCc3nn[nH]n3)cc2oc1=O	3[fluorescence artefact?]	88	4	6	6	107	86	8[fluorescence artefact?]	102
